# Source: PubChem (several laboratories)
# Pf gamet viab: P. falciparum stage V gametocyte viability inhibition | inhibition, % at 10.9 µM | AID 743093 | 150,000 tested, 0.065% active | P. falciparum stage V gametocytes, ATP luminescence, 24 h;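 active means inhibition above the mean plus 3 SD of compounds within the control limits, set per campaign, cut at about 38% in these data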;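 further: 0% = DMSO wells and 100% = medium only without gametocytes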
# Mcl1-Noxa inh: disrupts binding of human Mcl-1 to Noxa peptide; TR-FRET Mcl-1/Noxa peptide binding, 2 h; inhibition, % at 21.7 µM; 220,000 tested, 1.5% active;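 active means compounds that cut the protein-peptide binding signal by more than 50% relative to plate controls in a single-dose test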;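 further: His-tagged Mcl-1 with rhodamine Noxa BH3 peptide and terbium anti-His antibody; 0% = Mcl-1 plus Noxa peptide wells and 100% = peptide-only wells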
# Target sequence (Q07820 whole entry, looked up): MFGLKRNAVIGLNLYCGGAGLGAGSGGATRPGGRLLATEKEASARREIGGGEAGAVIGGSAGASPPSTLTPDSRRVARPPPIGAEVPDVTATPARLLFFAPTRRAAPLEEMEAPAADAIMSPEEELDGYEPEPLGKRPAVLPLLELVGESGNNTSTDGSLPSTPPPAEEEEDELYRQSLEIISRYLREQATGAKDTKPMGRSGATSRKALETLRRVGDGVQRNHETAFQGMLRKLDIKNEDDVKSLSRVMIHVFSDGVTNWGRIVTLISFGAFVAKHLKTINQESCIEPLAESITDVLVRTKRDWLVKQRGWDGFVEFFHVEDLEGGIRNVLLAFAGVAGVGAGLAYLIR
# Rab2A wt mod: changes GTP binding to wildtype dog Rab2A, up or down; AID 760; P61105; GST-Rab2 wt beads, Bodipy-GTP binding, flow cytometry; 190,000 tested, 0.19% active; GTP binding activity, % at 10 µM;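 active means GTP binding activity at least 20 points away from 100%, either lowered or raised; inconclusive means signal likely due to the compound's own green fluorescence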;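 further: 0% = beads with excess unlabeled GTP and 100% = no-compound control corrected for plate trend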
# Rac1 mut GTP: modulators of GTP binding to human Rac1 activated mutant; GST-Rac1 activated beads, fluorescent GTP binding, flow cytometry; actives lie on both sides; 100% means binding = to untreated wells; P63000; 190,000 tested, 0.11% active; percent activity (GTP binding), % at 10 µM;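 active means GTP binding at least 20 percentage points away from the 100% baseline, in either direction, so actives lie on both sides; inconclusive means Compound likely fluorescent itself, or too few beads counted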
# HRas wt GTP bind: human HRas wildtype GTP binding, change in either direction | GST-Ras wt beads, Bodipy-FL-GTP binding, flow cytometry; actives lie on both sides | GTP binding activity, % at 10 µM | 190,000 tested, 0.14% active | AID 759;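 active means GTP binding activity at least 20% away from the 100% baseline, either lowered as inhibitor or raised as activator; inconclusive means flagged as likely green fluorescent, judged across all proteins in the well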;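 further: 0% = unlabeled GTP competition control and 100% = no-compound control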
# Target sequence (P01112 whole entry, looked up): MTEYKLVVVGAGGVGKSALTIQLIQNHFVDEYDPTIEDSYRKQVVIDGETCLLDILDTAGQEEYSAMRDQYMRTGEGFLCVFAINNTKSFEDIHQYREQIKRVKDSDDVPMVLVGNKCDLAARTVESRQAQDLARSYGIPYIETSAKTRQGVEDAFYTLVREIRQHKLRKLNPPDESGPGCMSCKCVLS
# Rac1 wt modul: modulators of human Rac1 wildtype GTP binding; P63000; GST-Rac1 beads, fluorescent GTP binding, flow cytometry; actives lie on both sides; 0 = cold GTP competed, 100 = untreated; GTP binding activity (% of control), % at 10 µM; AID 757; 190,000 tested, 0.27% active;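 active means GTP binding activity at least 20 points away from the 100% control level, either lower or higher; inconclusive means compound flagged as likely green fluorescent, judged across all proteins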
# Rab7 wt modul: dog Rab7 wildtype GTP binding, inhibitors and activators; GST-Rab7 beads, fluorescent GTP binding, flow cytometry; actives lie on both sides; untreated = 100%, excess cold GTP = 0%; GTP binding activity (percent of control), % at 10 µM; 190,000 tested, 0.055% active; AID 758;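 active means fluorescent GTP binding to Rab7 beads changed by at least 20 points from the 100% baseline, either direction, mostly lower; inconclusive means compound itself probably fluorescent, or too few beads counted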;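 further: median green fluorescence of bound Bodipy-FL-GTP per Rab7 bead population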
# Mcl1-Bid inh: disrupts binding of human Mcl-1 to Bid peptide; Q07820; TR-FRET Mcl-1/Bid-Dy647 peptide binding, 1536-well; inhibition, % at 21.7 µM; 220,000 tested, 0.97% active; AID 1021;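 active means compounds that cut the binding signal by more than half at the single screening dose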;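 further: His-tagged Mcl-1 with europium anti-His antibody binding Bid BH3 peptide; 0% = Mcl-1 plus peptide wells and 100% = peptide-only wells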
# Cdc42 wt: modulators (inhibitors or activators) of GTP binding to human Cdc42 wildtype; P60953; GST-Cdc42 beads, Bodipy-GTP binding, flow cytometry; actives lie on both sides; percent activity (GTP binding), % at 10 µM; 190,000 tested, 0.2% active; AID 761;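 active means percent activity GTP binding at least 20 points away from the 100% baseline, either down as inhibitor or up as activator; inconclusive means compound flagged as likely green fluorescent from well-wide comparison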;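 further: median bead fluorescence of bound Bodipy-FL-GTP at 100 nM; 0% = excess unlabeled GTP control and 100% = no compound control; below 100% means less GTP binding so inhibitor and above means activator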
# Target sequence (P60953 whole entry, looked up): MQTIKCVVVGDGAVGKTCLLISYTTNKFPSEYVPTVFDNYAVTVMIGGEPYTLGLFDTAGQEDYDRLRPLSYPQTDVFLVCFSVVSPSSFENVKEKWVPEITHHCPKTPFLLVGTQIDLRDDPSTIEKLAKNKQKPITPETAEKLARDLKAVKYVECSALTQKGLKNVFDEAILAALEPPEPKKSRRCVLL
# Bim-Mcl-1: human Bim-Mcl-1 interaction inhibition. inhibition, % at 10 µM. Q07820. 190,000 tested, 0.1% active. Bead-based flow cytometry, Bim peptide-Mcl-1 binding. AID 1009; in the data active means inhibition above about 40%;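 further: 0% = no compound tracer wells and 100% = peptide blocker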
# Avidin bead fluor: avidin bead compound fluorescence profile | AID 1775 | 220,000 tested, 0.38% active | Avidin beads, compound fluorescence 488/530 nm, flow cytometry; stronger effect = higher value | fluorescence (KMESF) at 10 µM; in the data active means fluorescence above about 47; further: inactives centre near 10
# Starred values were filed as active, the others as inactive; ? = inconclusive; / = not tested or not shown.
SMILES,Rab7 wt modul,HRas wt GTP bind,Rab2A wt mod,Mcl1-Bid inh,Cdc42 wt,Bim-Mcl-1,Rac1 mut GTP,Rac1 wt modul,Avidin bead fluor,Pf gamet viab,Mcl1-Noxa inh
CCCCOc1ccc(C(=O)NCC2(c3ccc(OC)cc3)CCOCC2)cc1,96,100,99,-4,102,0,99,103,23,/,21
CCOC(=O)c1cnn(CCOC(=O)c2ccccc2F)c1NC(=O)c1ccccc1F,101,98,99,1,99,0,98,105,4,23,-10
O=C(CCc1ccccc1)Nc1ccc(N2CCOCC2)c(Cl)c1,102,103,102,-11,100,1,100,111,6,/,-2
CCOC(=O)c1ccc(NC(=O)CN2C(=O)NC3(CCCCCC3)C2=O)cc1,97,99,97,-1,100,-1,98,101,16,2,15
Cc1onc(COc2ccccc2O)c1Br,?,?,?,-15,?,-1,?,?,8,/,16
Cc1cc2oc(=O)cc(CSc3nc(N)cc(N)n3)c2cc1C,93,96,96,-41,97,1,96,95,7,-4,8
CC(C)NC(=S)NN=C1CCC(c2ccccc2)CC1 (configuration not stated),102,94,100,-62,99,-1,93,97,17,6,-15
O=C(NCC1CCCC(CNC(=O)N2CCc3ccccc32)C1)N1CCc2ccccc21 (configuration not stated),101,102,99,-9,102,0,98,104,7,-9,3
COC(=O)c1ccc(NC(=S)N2CCCC2)cc1,113,98,99,-26,95,2,94,102,9,-15,13
Cc1ccc(NC(=O)N2N=C(c3ccc(F)cc3)CC2c2ccc(F)cc2)cc1 (configuration not stated),101,100,97,-23,101,1,100,98,5,7,16
COC(=O)/C(C#N)=C/c1ccc(OC(=O)c2ccccn2)cc1,102,102,98,8,100,-8,102,101,3,-5,32
C=CCOc1ccc(/C=N/NC(=O)C(C)Sc2ccccn2)cc1OCC (configuration not stated),97,91,90,-9,98,0,94,89,9,7,18
S=C(Nc1ccc(Cl)cc1)NC1CC2CCC(C1)N2Cc1ccccc1 (configuration not stated),102,98,100,-35,98,-2,98,99,7,-7,7
Cc1ccc(C(=O)CSc2cc(C)nc(SCC(=O)c3ccccc3)n2)cc1,99,100,101,8,102,0,100,108,6,/,-3
COCCSc1nnc(NC(=O)c2ccc(NC(=O)C(C)C)cc2)s1,97,97,95,13,95,1,92,99,12,/,13
CCN(CC)S(=O)(=O)c1ccc(C)c(NC(=O)COC(=O)CNC(=O)c2ccc(C(C)(C)C)cc2)c1,94,97,95,-33,96,-3,97,99,5,3,5
Cc1nn(CCC#N)c(NC(=O)c2ccccc2)c1P(=O)(Nc1ccc(Br)cc1)N1CCOCC1 (configuration not stated),105,98,100,-17,105,-3,98,104,11,11,9
CCCOc1ccc(C(C)=O)cc1CC(C(N)=O)C(N)=O,97,97,100,-25,99,-6,99,103,8,/,-20
N#Cc1c(N)nc2c(c1-c1ccc(F)cc1)c(=O)nc1sccn12,102,96,94,1,91,3,95,90,21,-21,0
COc1ccc(C(=O)OCC(=O)Nc2cc(C)on2)c(OC)c1OC,95,92,95,10,94,-3,96,96,13,/,0
C#CCSc1nnc(-c2c[nH]c3ccccc23)n1C,94,100,103,-9,103,-3,100,104,21,/,8
Cc1ccc(C)c(/C(O)=C2/C(=O)C(=O)N(CCN3CCOCC3)C2c2ccco2)c1 (configuration not stated),100,100,100,-29,102,-3,98,103,32,10,11
CN(C)C(=O)c1ccc(NC(=O)c2cccnc2)cc1,102,102,100,-6,101,0,100,101,9,-17,3
O=C(N/N=C/c1ccc2c(c1)OCO2)c1ccc2c(c1)OCCO2,97,98,97,2,100,-2,101,104,4,/,-5
CCOC(=O)N1CCN(c2c(NCCCN3CCCCCC3)c(=O)c2=O)CC1,105,103,100,-13,104,0,101,106,10,/,2
Cc1c(N2C(=O)c3ccccc3C2=O)c(=O)n(-c2ccccc2)n1C,99,97,96,-70,95,0,97,96,18,/,-24
CC1(c2ccc([N+](=O)[O-])c(CS(=O)(=O)c3ccccc3)c2)OCCO1,103,99,97,-10,94,-3,93,94,22,10,-9
COc1cc(OC)cc(-c2nnc(SCC(=O)Nc3ccc(C(=O)O)cc3)s2)c1,93,92,88,-7,88,6,86,88,13,/,5
COc1ccc(-c2nc3ccccn3c2NCc2ccc3c(c2)OCO3)cc1,101,101,100,-35,101,-1,99,105,3,-8,11
CCOc1ccc2nc(N3CCCCCC3)sc2c1,107,105,105,-15,104,1,100,107,8,/,-9
N#CCCN1CCN(S(=O)(=O)c2ccc(S(=O)(=O)NC3CCCC3)cc2)CC1,103,99,100,-3,100,1,100,104,9,/,-1
CCN1C(=O)C2C(c3ccc(O)c(OC)c3)NC(C)(C(=O)OC)C2C1=O (configuration not stated),99,100,101,-5,101,-4,98,101,27,4,6
COc1cc(C(=O)OCC(=O)Nc2cc(C)on2)cc(OC)c1OC,?,?,?,-20,?,-5,?,?,9,-2,-1
Fc1ccc(CN2CCN(C(=S)NCCc3ccccc3)CC2)c(Cl)c1,106,99,99,-46,97,1,95,97,11,0,15
Cc1ccc(S(=O)(=O)NCc2ccc3[nH]c(C)cc3c2)cc1,104,98,97,-40,94,-1,96,98,25,/,21
CC(C)N(CCNC(=O)c1cn(C)c2ccc(S(=O)(=O)N(C)C)cc2c1=O)Cc1ccccc1,105,103,103,19,102,0,100,106,8,/,32

# Next section, overlapping the part above by 2 compounds.
SMILES,Rab7 wt modul,HRas wt GTP bind,Rab2A wt mod,Mcl1-Bid inh,Cdc42 wt,Bim-Mcl-1,Rac1 mut GTP,Rac1 wt modul,Avidin bead fluor,Pf gamet viab,Mcl1-Noxa inh
Cc1ccc(S(=O)(=O)NCc2ccc3[nH]c(C)cc3c2)cc1,104,98,97,-40,94,-1,96,98,25,/,21
CC(C)N(CCNC(=O)c1cn(C)c2ccc(S(=O)(=O)N(C)C)cc2c1=O)Cc1ccccc1,105,103,103,19,102,0,100,106,8,/,32
CCOc1ccc(-c2nnc(-c3ccco3)o2)cc1OCC,95,97,97,36,98,-4,97,97,34,28,34
CCOc1cc(C(=O)Nc2cc(C)ccn2)cc(OCC)c1OCC,98,103,99,-22,103,0,98,105,14,8,14
COC(=O)c1cn(NC(=O)Cc2cccc(C(F)(F)F)c2)c(=O)c2ccccc12,105,95,96,-18,97,-1,95,98,13,14,-29
CC(=O)c1cccc(N(C(=O)CS(=O)CC(=O)Nc2ccc(F)cc2)C(C(=O)NC2CCCCC2)c2ccc(C)o2)c1 (configuration not stated),93,101,99,-11,99,-4,100,101,15,12,18
CC(=O)Nc1ccc(S(=O)(=O)NCC(CCC(=O)O)C(F)(F)F)cc1 (configuration not stated),100,100,99,-3,96,1,96,99,26,-2,60*
CN(C(=O)COC(=O)c1sc2ccccc2c1Cl)C1CCCCC1,98,100,97,-8,98,-2,99,102,4,3,8
O=c1n(Cc2ccccc2)c2cc(Cl)cnc2n1Cc1ccccc1,98,100,99,-1,101,2,100,105,35,-12,3
Cc1cnc(C(=O)OCC(=O)c2cc(C)n(C)c2C)cn1,94,97,96,-25,100,1,98,98,14,-9,7
O=C(C1CC(Cl)CN1S(=O)(=O)c1ccc(Cl)cc1)N1CCOCC1 (configuration not stated),91,95,94,-17,95,2,94,97,11,16,-7
C/C(CC1(O)C(=O)N(Cc2ccccc2)c2ccccc21)=N\O (configuration not stated),102,103,105,-97,105,-2,100,109,11,/,-17
CC(CNC(=O)c1ccc(N)cc1)NC(=O)c1ccc(N)cc1 (configuration not stated),94,94,94,-11,95,0,93,96,9,2,18
O=C(CN1CCN(c2ncccn2)CC1)Nc1ccccc1-n1cccc1,92,97,92,30,95,1,92,92,10,-8,42
CN(C)CCN(Cc1cccs1)c1ccccn1,101,101,98,2,97,0,101,102,4,/,10
CCOc1cc(/C=N/n2c(C)nc3sc(C)c(C)c3c2=O)ccc1O,95,94,95,-31,93,0,94,93,11,26,-8
Cn1cc(CN(CCO)Cc2cccs2)c(-c2cccc(Cl)c2)n1,97,99,98,-47,100,-2,97,99,6,-3,-34
COC(=O)c1cc(Br)c(=O)n(Cc2ccco2)c1,104,101,102,-19,99,2,96,98,12,/,13
C=CCSc1nc(N)c(C(=O)Nc2ccccc2OC)cc1C(=O)Nc1ccccc1,99,99,101,-13,101,0,97,102,38,/,7
COc1ccccc1-n1c2c(cc(C(=O)N3CCC(C)CC3)c1=O)C(=O)CC(C)(C)C2,103,101,99,-7,98,26,96,101,18,/,17
CCn1c(=O)c(C(C)=O)c(O)c2ccccc21,94,96,93,-9,95,0,93,95,4,-3,19
Cc1ccc(S(=O)(=O)c2nnn3c2nc(Nc2cccc(C)c2)c2ccccc23)cc1,94,99,94,5,94,-5,99,98,3,-6,0

# Structures from the list above with an aryl thioether with sulfur outside any ring:
SMILES,Rab7 wt modul,HRas wt GTP bind,Rab2A wt mod,Mcl1-Bid inh,Cdc42 wt,Bim-Mcl-1,Rac1 mut GTP,Rac1 wt modul,Avidin bead fluor,Pf gamet viab,Mcl1-Noxa inh
Cc1cc2oc(=O)cc(CSc3nc(N)cc(N)n3)c2cc1C,93,96,96,-41,97,1,96,95,7,-4,8
C=CCOc1ccc(/C=N/NC(=O)C(C)Sc2ccccn2)cc1OCC (configuration not stated),97,91,90,-9,98,0,94,89,9,7,18
Cc1ccc(C(=O)CSc2cc(C)nc(SCC(=O)c3ccccc3)n2)cc1,99,100,101,8,102,0,100,108,6,/,-3
COCCSc1nnc(NC(=O)c2ccc(NC(=O)C(C)C)cc2)s1,97,97,95,13,95,1,92,99,12,/,13
C#CCSc1nnc(-c2c[nH]c3ccccc23)n1C,94,100,103,-9,103,-3,100,104,21,/,8
COc1cc(OC)cc(-c2nnc(SCC(=O)Nc3ccc(C(=O)O)cc3)s2)c1,93,92,88,-7,88,6,86,88,13,/,5
C=CCSc1nc(N)c(C(=O)Nc2ccccc2OC)cc1C(=O)Nc1ccccc1,99,99,101,-13,101,0,97,102,38,/,7
